# Bioassay records from PubChem BioAssay.
# PTHR1 ag: activates the human parathyroid hormone receptor PTHR1; Q03431; HEK293 GP2 PTHR1 cells, GloSensor cAMP luminescence, 1 h; Potency, µM (top dose mostly 115 µM), for the others: at the top dose activation, most hits filed as activators; 0.075% of 410,000 active; further: potency means the concentration at half of the fitted maximal effect; nearly all actives have a fitted effect of over 55% in size; some results filed as inactive show a strong effect at the top dose; inactives centre near -15; many of its hits are not listed in these tables
#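 HEK-293-derived GP2 cells expressing PTHR1 and a GloSensor cAMP reporter, 3,000/well, plated overnight, given luciferin plus IBMX (each 0.5 mM as added) for 1 h at 37 °C, then compound for 1 h at 37 °C. Luminescence was read after 15 min at room temperature.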
# EPAC1 antag: antagonists of human EPAC1 | O95398 | EPAC1 GEF assay, Rap1b-BODIPY-GDP exchange fluorescence | Potency, µM (top dose mostly 115 µM), for the others: top-dose activity change, negative = inhibition, hits mostly inhibitors | 0.14% of 360,000 active;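 further: potency means the concentration at half of the fitted maximal effect; plate controls were vehicle for no effect and positive control for full effect; nearly all actives have a fitted effect of over 50% in size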
# GLP1R cytotox: cytotoxicity counter-screen for GLP-1 receptor inverse agonists | 0.13% of 410,000 active | HEK293 cAMP-luciferase reporter cells, luminescence, 24 h | Potency, µM (titrated, usually from 38.3 µM), inactives show at the top dose activity change, negative = inhibition, most hits filed as inhibitors | AID 624418;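 further: loss of luciferase light is scored as toxicity; potency means the concentration at half of the fitted maximal effect; on the % scale 0 is the no-effect control and ±100 the full control effect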
#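 A 23 nL compound transfer followed 12 hours of cell culture at 37 deg C; exposure then lasted 24 hr. Luciferase assay detection reagent was dispensed and plates read for luminescence after a 12 min room-temperature wait.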
# GLP1R ag: activates the human GLP-1 receptor | P43220 | HEK293 GLP-1R CRE-luciferase, luminescence, 4-6 h; cells express a hypersensitive GLP-1R form | Potency, µM (series often up to 45.6 µM), without a hit: top-dose activation, hits mostly activators | 0.007% of 380,000 active; further: potency means the concentration at half of the fitted maximal effect; % of control where 0% means no effect
# PLK1 PBD inh: PLK1 (human) polo-box domain binding inhibition | AID 720504 | Potency, µM, inactives show max response, negative = inhibition, usual class: inhibitors | 2.8% of 360,000 active | Plk1 PBD binding of FITC phosphopeptide, fluorescence polarization; further: potency means the concentration at half of the fitted maximal effect; series mostly up to about 57 µM; on the % scale 0 is the no-effect control and ±100 the full control effect; nearly all actives have a fitted effect of over 65% in size
# Target sequence (P53350 whole entry, looked up, the tested form may be a part): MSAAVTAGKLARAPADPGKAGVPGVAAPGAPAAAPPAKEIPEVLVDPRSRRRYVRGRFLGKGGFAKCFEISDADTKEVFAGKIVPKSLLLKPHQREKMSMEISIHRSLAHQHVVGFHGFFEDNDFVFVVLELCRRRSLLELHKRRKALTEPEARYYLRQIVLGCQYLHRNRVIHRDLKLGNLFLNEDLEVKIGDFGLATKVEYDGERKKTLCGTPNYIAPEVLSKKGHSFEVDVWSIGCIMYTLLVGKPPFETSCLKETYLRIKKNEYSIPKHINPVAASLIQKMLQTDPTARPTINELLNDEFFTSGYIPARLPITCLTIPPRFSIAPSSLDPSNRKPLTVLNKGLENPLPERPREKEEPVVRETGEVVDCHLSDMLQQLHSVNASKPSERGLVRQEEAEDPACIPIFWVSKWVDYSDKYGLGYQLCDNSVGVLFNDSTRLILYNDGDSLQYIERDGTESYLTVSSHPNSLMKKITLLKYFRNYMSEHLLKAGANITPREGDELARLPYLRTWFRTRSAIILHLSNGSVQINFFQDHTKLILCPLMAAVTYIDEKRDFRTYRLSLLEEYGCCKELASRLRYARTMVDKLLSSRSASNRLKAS
# IL2 activator: activators of IL-2; IL-2 activation reporter assay, cell-based qHTS; stimulated with anti-CD3/CD4/CD28 beads; in transgenic mouse T cells; activation, % (series mostly up to about 46 µM); 0.065% of 360,000 active; AID 652025; in the data active means activation above about 50%; inconclusive means mostly about 30% to 49%; further: 0% is about no effect
#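 First, unstimulated transgenic mouse T cells were exposed to compound for 60 min. Next, anti-CD3/anti-CD4-coated beads with anti-CD28 were added. Finally, after 18 h at 37 degrees C, EGFP and DsRed were imaged.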
# EPAC1 ag: activates human EPAC1 exchange factor. O95398. EPAC1 agonist qHTS, biochemical assay; response scale: 100% = response to 6.5 mM cAMP. Potency, µM (doses to about 154 µM), for inactives: at the highest dose activation, hits mostly activators. 0.073% of 360,000 active; further: potency means the concentration at half of the fitted maximal effect; nearly all actives have a fitted effect of over 60% in size
#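 Nucleotide exchange assay: 100 nM EPAC1 with 250 nM Rap1B loaded with BODIPY-GDP and 50 uM GDP, room temperature. Fluorescence (480/540 nm) read every 5 min for 30 min; signal change normalized to 6.5 mM cAMP as full agonist.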
# GLP-1R inv ag: inverse agonists of human GLP-1 receptor. P43220. HEK293 GLP-1R CRE-luciferase, luminescence, 24 h; GLP-1R form is constitutively active. Potency, µM (titrated, usually from 38.3 µM), for the others: at the top dose activity change, negative = inhibition, usual class: inhibitors. 1.6% of 410,000 active. AID 624417; further: potency means the concentration at half of the fitted maximal effect; on the % scale 0 is the no-effect control and ±100 the full control effect; nearly all actives have a fitted effect of over 55% in size
#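 Using stably transfected HEK293 (constitutively active GLP-1R, cAMP-luciferase reporter), compounds were incubated 24 hr and luciferase measured by luminescence.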
# PI5P4Ka inh: PI5P4K alpha (human) kinase inhibition | PI5P4Kalpha enzyme, ADP-Glo luminescence, 60 min; hits give low values | max response, % | 1.2% of 330,000 active | AID 652105; active means max response of -50% or lower; inconclusive means between -30% and -50%; inactive means -30% or higher; further: value at the top dose of about 77 µM; on the % scale 0 is the no-effect control and ±100 the full control effect
# Target sequence (P48426 whole entry, looked up): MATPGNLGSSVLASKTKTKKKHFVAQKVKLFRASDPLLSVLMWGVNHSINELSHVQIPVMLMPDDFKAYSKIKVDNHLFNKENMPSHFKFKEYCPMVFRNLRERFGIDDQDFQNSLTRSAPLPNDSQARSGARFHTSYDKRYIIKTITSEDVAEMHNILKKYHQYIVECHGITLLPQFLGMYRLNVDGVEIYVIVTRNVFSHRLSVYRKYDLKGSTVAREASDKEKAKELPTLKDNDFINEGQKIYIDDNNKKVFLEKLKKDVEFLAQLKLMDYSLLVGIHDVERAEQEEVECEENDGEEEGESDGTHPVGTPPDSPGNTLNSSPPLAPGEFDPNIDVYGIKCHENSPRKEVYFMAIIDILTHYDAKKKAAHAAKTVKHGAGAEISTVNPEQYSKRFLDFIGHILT
#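 Human PI5P4Kalpha with substrate in 0.038 M HEPES pH 7.4, 0.28 mM EGTA, 0.1% CHAPS, 5% DMSO; reaction started with 5 microM ATP (final), 60 min at room temperature. ADP formed read by ADP-Glo luminescence.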
# * hit, by the source's call; i = inactive; ? = inconclusive; . = no result given; [ ] = another dose, or the depositor's remark. Unless noted, the call rests on the fitted dose curve; in most records, active means well fitted curve in the direction sought with a large enough effect; inconclusive means small, poorly fitted or top-dose-only effect, or another doubt; inactive means no such curve, though single readings can be large; an effect the other way counts as inactive or inconclusive.
SMILES,PTHR1 ag,EPAC1 antag,GLP1R cytotox,GLP1R ag,PLK1 PBD inh,IL2 activator,EPAC1 ag,GLP-1R inv ag,PI5P4Ka inh
O=C(c1cccc([N+](=O)[O-])c1)n1nc(-c2ccccc2)nc1NCc1ccccc1,i,7%,-8%[1.53 µM],1%,-1%,1.6,7%,28%,1
Cc1nc(C(=O)NC(C)C)nn1-c1cc(Cl)cc(Cl)c1,i,-26%,10%,11%,-10%,-1.5,-9%,12%,-6
CC(Sc1cccc[n+]1[O-])C(=O)Nc1cccc([N+](=O)[O-])c1 (stereo not drawn),20%,-24%,-4%,3%,?,1.5,-5%,6%,6
Cn1c(SCC(=O)N2CCCCC2)nc2cccnc21,i,4%,-2%,3%,-12%,0.2,7%,0%,3
CCOc1cccc(C=NNc2ccc(S(=O)(=O)Nc3ccccc3C(=O)O)cc2[N+](=O)[O-])c1O,i,-11%,-14%,7%,?,0.2,1%,12%,?
CCCSc1nnc(N2C(=O)C(O)=C(C(=O)c3ccco3)C2c2ccccc2F)s1 (stereo not drawn),-38%[inhibitor],-32%,-4%,-6%,?,2.2,-20%,?,?
CCCCCCCCNC(=O)/C(C#N)=C/c1ccccc1[N+](=O)[O-],-20%,?,19%,-40%[inhibitor],?,0.7,5%,?,15
COc1ccc2[nH]cc(CCNC(=O)Cc3ccc(F)cc3)c2c1,-19%,-11%,-5%,-2%,-7%,0.5,12%,-3%,0
Cc1cc(C(=O)Nc2ccc(Cl)c(S(=O)(=O)N3CCOCC3)c2)c2ccccc2n1,-18%,-10%,1%,9%,-8%,-0.1,8%,?,-1
CS(=O)(=O)N(Cc1ccc(Cl)cc1)c1ccc(C(=O)NCCSCc2ccco2)cc1,-20%,-20%,-18%,-2%,-4%,1.1,22%,-7%,6
COc1cc(/C=N/NC(=O)CN2CCOCC2)ccc1OCc1ccccc1,i,-13%,38%,3%,-12%,0.3,11%,7%,-1
COc1ccccc1C(=O)NNC(=O)c1ccccc1F,-21%,0%,1%,1%,-16%,-1.9,5%,?,-1
CCN1CCN(c2nc(Nc3cc(OC)ccc3OC)nc(Nc3cc(OC)ccc3OC)n2)CC1,-14%,-2%,-9%,8%,-5%,-2.2,18%,12%,4
COc1ccc(CN(C)CC(=O)Nc2ccccc2C(F)(F)F)c(OC)c1,i,-8%,-10%,24%,-6%,-0.1,-4%,5%,0
CC(=O)NCCNC(=O)c1cccc(NS(=O)(=O)c2ccc3c(c2)OCCO3)c1,i,1%,-10%,10%,2%,1.1,-3%,18%,-3
CCc1nc2nc(C)c(NS(=O)(=O)c3ccc(Br)s3)c(=O)n2[nH]1,-2%,-3%,-2%,-1%,-25%,-0.7,7%,6%,3
O=C(NC1CCCCC1)c1ccc(OC2CCN(Cc3ccccn3)CC2)cc1,i,1%,8%,0%,-13%,-0.4,6%,?,0
COCCN(Cc1cc2cc(C)ccc2nc1Cl)C(=O)Nc1ccccc1C,i,13%,-6%,5%,0%,-0.8,-2%,-20%,.
COc1ccc(-c2n[nH]c(=S)n2/N=C/C=C\c2ccccc2OC)cc1,-13%,6%,-18%,-4%,-24%,3.6,0%,-15%,-15
O=C(Nc1nccc(-c2cccs2)n1)c1ccccc1Cl,i,6%,-1%,0%,-3%,0.2,-3%,11%,1
CC(C)Cc1nc(N2CCN(C(=O)c3ccco3)CC2)c(C#N)c2c1CCC2,-20%,-26%,-24%,1%,-14%,0.2,14%,?,-14
CC(=O)Nc1ccc(NC(=O)CCCc2ccccc2)cc1,-23%,-16%,5%,-3%,-11%,1.0,5%,-3%,-3
CCOC(=O)CSc1n[nH]c(NC(=O)NC(C)C)n1,i,-2%,7%,-5%,-3%,-0.6,2%,12%,9
CC1(C(=O)Nc2cccc(-n3cnnn3)c2)Cc2ccccc2C(=O)O1 (stereo not drawn),-4%,11%,-9%,-6%,3%,-3.1,-4%,12%,-1
CC(=O)N1CCN(c2ccc(NC(=S)NC(=O)c3ccc(C)c([N+](=O)[O-])c3)cc2)CC1,-47%[inhibitor],5%,7%,3%,-18%,0.2,6%,4%,-7
COc1cc(SC#N)ccc1N=Cc1c(C)[nH]n(-c2cccc3ccccc23)c1=O,-6%[57.5 µM],-4%,-20%,-19%,?,1.0,6%,-22%,-10
Cc1ccc(NC(=O)CCS(=O)(=O)c2ccc(Br)s2)cc1,-32%[inhibitor],3%,-1%,5%,27µM*,-4.2,-8%,-19%,-10
CCOC(=O)c1c(NC(=O)c2c(C(=O)O)cccc2[N+](=O)[O-])sc(C)c1C,-23%,-9%,2%,10%,-20%,-0.4,1%,8%,2
O=C(Nc1ccc(F)cc1)c1ccc2snnc2c1,-6%,-11%,-12%,11%,-8%,-0.5,3%,-10%,6
O=C(O)C1=C(OCc2ccc(F)c(F)c2)C(=O)NCC1,i,-2%,-13%[7.66 µM],-1%,27µM*,1.5,-5%,-2%[7.66 µM],-10
O=C(/C=C/c1c(Cl)cccc1Cl)Nc1ccncc1,-20%,3%,?,0%,2%,1.0,-3%,8%,0
COc1cc(C2C(C#N)=C(SC)NC3=C2C(=O)CCC3)ccc1O (stereo not drawn),-5%,-21%,-2%,6%,1%,-1.7,8%,-22%,0
CN1C=CC(=O)[C@@H](O)[C@H]1c1ccccc1Br,i,-4%,4%,1%,1%,0.7,1%,7%,-1
CN(CC(=O)NCC(=O)Nc1ccc(F)cc1)CC(=O)Nc1ccc(Cl)c(C(F)(F)F)c1,i,-15%,-17%,-37%[inhibitor],2%,-3.2,-4%,?,18
Cc1cccc(NC(=O)c2sc3nc(N4CCOCC4)c4c(c3c2N)CC(C)(C)OC4)c1,-27%,.,2%,3%,.,.,.,2%,.
CC(=O)Oc1ccc(C2=NN(c3ccccc3)C(c3ccccc3)C2)cc1 (stereo not drawn),-28%,5%,62%[activator],10%,-8%,1.2,8%,?,6
CCc1nc(SCC(=O)c2cccs2)c2oc3ccccc3c2n1,-21%,-15%,7%,9%,-8%,-0.6,0%,0%,7
N/C(CC(=O)Nc1cccc(C(F)(F)F)c1)=N/O,i,11%,-5%,-10%,0%,0.5,-2%,-23%,1
COc1ccccc1C(=O)Nc1ccnn1C1CCN(Cc2cnn(C)c2C)CC1,i,-16%,1%,12%,-2%,0.6,-2%,?,0
Cc1cccn2c(=O)c(C=O)c(N3CCC4(CC3)OCCO4)nc12,i,-3%,-3%,11%,-6%,-6.3,8%,15%,6
Cc1cc(NC(=O)CSc2nnc(C)o2)no1,i,-12%,-21%,-4%,0%,-1.7,5%,16%,1
COc1ccccc1NC(=O)CSc1nnc(Cc2ccccc2)o1,-6%,-12%,7%,-7%,-7%,1.0,2%,3%,.
CCOC(=O)c1cnc(SCc2cccc3ccccc23)nc1N,i,-7%,-1%,15%,1%,-1.3,7%,-1%,.
CCCCCCCCNC(CO)(CO)CO,i,13%,-6%,7%,-4%,0.3,-5%,?,-3
Nc1nn(-c2ccccc2)c(N)c1N=Nc1ccccc1,-13%,2%,?,9%,-13%,-3.1,4%,?,121
Cc1cccc(C(=O)Oc2cccc3c(O)cccc23)c1,-8%,-4%,-5%,1%,-10%,0.1,13%,5%,14
CCc1ccccc1NC(=S)N(Cc1ccco1)C(C)c1cccs1 (stereo not drawn),-14%,16%,-1%,7%,-6%,-3.3,15%,?,-4
COC(=O)C[C@@H]1C[C@H]2c3cc(NC(=O)CC4CC4)ccc3O[C@H]2[C@@H](CO)O1,-12%,-2%,2%,11%,-1%,2.1,-2%,2%,-2
O=C1c2cc([N+](=O)[O-])ccc2-c2ncccc21,1%,-26%,1%,6%,-20%,-0.1,3%,11%,-10
COc1ccc(S(=O)(=O)Nc2ccccc2-c2nc3ccccc3[nH]c2=O)cc1,-71%[inhibitor],7%,?,7%,-5%,2.7,-3%,?,5
Cc1cc(Cl)c(S(=O)(=O)Nc2cc(S(=O)(=O)N3CCOCC3)ccc2F)cc1OCC(N)=O,26%,-27%,13%,-7%,-6%,-0.6,11%,10%,-3
COc1ccc(CCNc2ncnc3[nH]ncc23)cc1OC,7%,-1%,2%,3%,1%,-0.8,5%,31%,-5
COc1cc(NC(=O)CCN2CCN(c3ccccc3F)CC2)cc(OC)c1,i,-7%,-28%,20%,-6%,-1.7,14%,?,.
O=C(COC(=O)c1cc2ccccc2oc1=O)c1cccc([N+](=O)[O-])c1,-17%,10%,-15%,-1%,-6%,1.1,1%,-2%,0
O=C(CSc1nnnn1-c1ccc(F)cc1)NCc1cccs1,i,7%,-7%[0.307 µM],7%,-2%,0.5,-10%,0%[0.307 µM],-4
COc1ccc(/C=N/Nc2ccc(C(=O)O)cc2)c(OC)c1OC,i,-7%,-17%,8%,-10%,-1.3,0%,2%,-4
COc1ccc(NC(=S)N2CCN(C/C=C/c3ccccc3)CC2)cc1,-65%[inhibitor],-14%,5%,11%,-4%,-1.8,-6%,?,3
COc1ccc(C(=O)NCCCNC(=O)c2cnccn2)cc1Br,i,-13%,12%,16%,-10%,1.2,15%,17%,-1
CCO[C@H]1OC(C(N)=O)=C[C@@H](c2ccccc2)[C@@H]1CCCO,-14%,-8%,14%,-5%,-7%,0.0,1%,-7%,-1
Cc1ccc(SCCNC(=O)CN(c2cccc(C)c2C)S(C)(=O)=O)cc1,-32%[inhibitor],.,-4%,-3%,.,.,.,?,.

# Whole records, quoted from the list. Screens in order: PTHR1 ag, EPAC1 antag, GLP1R cytotox, GLP1R ag, PLK1 PBD inh, IL2 activator, EPAC1 ag, GLP-1R inv ag, PI5P4Ka inh
# COc1ccc(S(=O)(=O)Nc2ccccc2-c2nc3ccccc3[nH]c2=O)cc1 as listed: -71%[inhibitor], 7%, ?, 7%, -5%, 2.7, -3%, ?, 5
# CCCCCCCCNC(CO)(CO)CO as listed: i, 13%, -6%, 7%, -4%, 0.3, -5%, ?, -3
# Cc1cccc(C(=O)Oc2cccc3c(O)cccc23)c1 as listed: -8%, -4%, -5%, 1%, -10%, 0.1, 13%, 5%, 14

# Only part of the results is shown; rates above refer to the full screens.
